Screening data: PubChem BioAssay, several laboratories
Granule exo inh: blocks lytic granule exocytosis; TALL-104 LAMP-1 surface exposure, flow cytometry; cells stimulated with thapsigargin and PMA; inhibition, % at 10 µM; hit rate 0.66% among 360,000; AID 651702;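 active = inhibition above about 55%, limit read from the data; inconclusive = no clear call, values can overlap the other calls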
ABHD5-PLIN5 inh: ABHD5-PLIN5 protein interaction inhibition | Split G. princeps luciferase complementation, luminescence, 4 h | inhibition, % at 4 µM | hit rate 0.78% among 360,000 | AID 602281;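 active = inhibition above the mean inhibition across every tested compound plus 3 SD, cut at about 22% in these data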;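 note: 0% = DMSO only wells and the 100% control is not disclosed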
Target sequence (Q00G26 whole entry, looked up): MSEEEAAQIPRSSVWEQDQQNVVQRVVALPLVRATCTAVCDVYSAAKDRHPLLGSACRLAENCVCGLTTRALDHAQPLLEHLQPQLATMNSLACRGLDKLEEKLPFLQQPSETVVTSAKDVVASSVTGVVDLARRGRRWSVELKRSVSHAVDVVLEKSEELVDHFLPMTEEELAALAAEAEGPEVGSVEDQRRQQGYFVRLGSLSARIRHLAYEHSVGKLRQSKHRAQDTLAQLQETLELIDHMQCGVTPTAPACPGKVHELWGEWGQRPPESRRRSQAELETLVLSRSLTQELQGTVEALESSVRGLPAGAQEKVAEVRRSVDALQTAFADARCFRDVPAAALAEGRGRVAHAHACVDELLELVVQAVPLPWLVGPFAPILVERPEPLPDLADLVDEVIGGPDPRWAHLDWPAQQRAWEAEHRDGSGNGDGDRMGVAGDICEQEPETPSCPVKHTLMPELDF
Target sequence (Q8WTS1 whole entry, looked up): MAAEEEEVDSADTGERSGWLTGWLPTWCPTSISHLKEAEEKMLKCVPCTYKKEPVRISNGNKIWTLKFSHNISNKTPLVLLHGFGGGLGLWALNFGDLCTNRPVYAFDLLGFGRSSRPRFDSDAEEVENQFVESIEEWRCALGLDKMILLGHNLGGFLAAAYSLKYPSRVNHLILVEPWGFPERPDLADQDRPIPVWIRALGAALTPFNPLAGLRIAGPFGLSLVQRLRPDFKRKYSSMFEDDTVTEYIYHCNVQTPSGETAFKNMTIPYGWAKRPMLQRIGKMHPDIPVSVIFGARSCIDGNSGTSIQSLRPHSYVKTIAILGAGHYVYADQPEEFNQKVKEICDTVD
MC4R antagonist: antagonists of human melanocortin 4 receptor (MC4R). inhibition, % at 6.5 µM. P32245. MC4R-expressing cells, MTII-stimulated cAMP, LANCE TR-FRET. AID 540295. hit rate 0.48% among 360,000;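 active = inhibition above its plate's cutoff, the mean of tested wells on that plate plus 3 SD, cut at about 29% in these data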;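 note: 0% = Melanotan II alone and 100% = Melanotan II plus saturating MCL0020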
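system = U2OS cells with stable human MC4R expression | also added = Melanotan II challenge after compound preincubation | dosing = one concentration, 6.5 µM nominal | incubation = compound 30 min, challenge 1 h, detection 1 h | measured by = TR-FRET with Eu-cAMP and labeled anti-cAMP, 671 nm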
ABCB6 inh MLPCN: inhibitors of human ABC transporter ABCB6. fluorescence ratio to DMSO, % at 10 µM. Q9NP58. hit rate 0.19% among 360,000. K562-ABCB6 porphyrin accumulation, flow cytometry, 1 h; active compounds read low. AID 602162;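 active = fluorescence ratio to DMSO below 75%, the collection mean minus 3 SD; inconclusive = too few cells collected in the well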;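 note: signal is porphyrin accumulated inside mitochondria; 100% equals median channel fluorescence of DMSO control wells; lower ratio means ABCB6 inhibition with less porphyrin fluorescence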
Vif inh: blocks HIV Vif function; HEK293T cells, Vif self-association by quenched fluorescence, imaging, 24 h; hit rate 0.35% among 340,000; inhibition, % at 7.49 µM; in the data active = inhibition above about 50%, passing the limit was not always enough; inconclusive = no clear call, values can overlap the other calls; inactive = below about 31%; note: some results filed as inactive read as strong as hits
aDG glyco up: increases alpha dystroglycan glycosylation; activation, % at 10 µM; hit rate 0.22% among 360,000; AID 624168; Pro5-aDG cells, alpha-DG glycosylation AlphaScreen (IIH6); 0% Pro5, 100% B10-LARGE cell signal;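 active = activation of at least 8% versus controls, or a plate z-score of at least 8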;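 note: Pro5 are CHO cells carrying HIG-tagged alpha-DG that lacks glycosylation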
MC4R barr agon: human MC4R agonism via beta-arrestin; P32245; U2OS MC4R beta-arrestin complementation, luminescence; percent of melanotan II response, DMSO zero; activation, % at 8.9 µM; hit rate 0.98% among 360,000; AID 540308;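 active = activation above a per-plate cutoff, the mean activation of sample wells on that plate plus 3 SD, cut at about 8% in these data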
Glyco luc inh: N-linked glycosylation inhibition. hit rate 0.23% among 360,000. AID 588692. D54 ERlucT glycosylation luciferase reporter, 24 h; percent of 100 nM tunicamycin response. reporter increase, % at 12.5 µM;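 active = mean luciferase reporter signal, scaled so untreated is 0 and the glycosylation-blocking control 100, at or above a set limit in every replicate; inconclusive = mean reaches the limit but not every replicate does; inactive = mean below the limit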;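 note: luciferase carries N-glycosylation sites so blocking glycosylation raises the light; 0% = median of neutral control wells and 100% = median of 100 nM tunicamycin wells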
TLR9-MyD88 inh: TLR9-MyD88 interaction inhibition; hit rate 0.21% among 340,000; inhibition, % at 4.98 µM; CHO BLA complementation TLR9-MyD88, CCF4 FRET ratio; Q9NR96+Q99836; AID 504734;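 active = inhibition above the mean over all tested compounds plus 3 SD, cut at about 21% in these data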;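 note: 0% = DMSO only wells and 100% = clavulanate BLA inhibitor control wells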
NOD2-RIPK2 inh: blocks binding of human NOD2 to RIPK2. CHO BLA complementation NOD2-RIPK2, CCF4 ratio. hit rate 0.38% among 360,000. inhibition, % at 4.98 µM; in the data active = inhibition above about 21%;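 note: 0% = vehicle only and 100% = reference blocker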
Active calls of the source: *; ? = inconclusive; nt = not tested or not shown. An excerpt (hit frequency here may not be typical).

Glyco luc inh,ABCB6 inh MLPCN,TLR9-MyD88 inh,Vif inh,compound,MC4R barr agon,Granule exo inh,aDG glyco up,MC4R antagonist,NOD2-RIPK2 inh,ABHD5-PLIN5 inh
-1,97,7,5,CN1CCN(C(=O)c2ccc3c(=O)n(Cc4ccc(Cl)cc4)c(=S)[nH]c3c2)CC1,-1.6,14,1.5,10,2,16
nt,nt,nt,nt,CCC(=O)Nc1ccc2c(c1)OC[C@@H](C)N(Cc1cccc(F)c1)C[C@@H](C)[C@@H](OC)CN(C)C2=O,nt,2,-0.2,nt,-2,-9
2,91,-4,-3,COc1ccc(NC(=O)CSc2nnc(Cc3ccccc3)c(=O)n2N)cc1,-2.1,-4,0.4,7,0,5
1,97,2,-2,Cc1cccc(NC(=O)c2ccc(N3C(=O)C4CCCCC4C3=O)cc2)c1C (stereo unspecified),-1.8,-2,0.2,10,-9,11
nt,96,nt,nt,CC(=O)N1CCN(C(c2ccccc2)c2nnnn2C(C)(C)C)CC1 (stereo unspecified),nt,-3,0.2,nt,13,-7
5,103,-9,0,COc1ccc([C@H]2CC(=O)C=C(c3ccc4cc[nH]c4c3)C2)cc1,0.5,4,-0.4,4,-4,-10
1,98,-7,1,COc1ccc(N2C(=O)c3ccc(C(=O)Nc4ccc(NC(C)=O)cc4)cc3C2=O)cc1,-0.3,0,0.1,4,1,1
4,92,-9,0,C=CCN1C(=O)NC(c2ccccc2)(C(F)(F)F)S/C1=C(\C#N)c1nnc(N2CCOCC2)n1-c1ccccc1 (stereo unspecified),-2.0,-4,0.3,2,-10,20
6,78,8,-8,CCCCc1ccc(NC(=O)N2CCN(c3cc(C)nc4ccccc34)CC2)c(C)c1,-1.9,22,3.3*,19,3,8
1,104,0,0,O=C(CCCCn1c(=O)[nH]c2ccsc2c1=O)NCCc1ccccc1,-1.5,-3,0.0,-2,-5,-5
1,95,12,15,Cc1nnc(SCC(=O)Nc2ccc(N3CCOCC3)cc2)n1Cc1ccccc1,-1.1,1,0.2,0,4,3
-3,100,-3,1,COc1ccccc1OCCN1C(=O)S/C(=C\c2ccco2)C1=O,0.1,0,0.0,-2,-2,2
0,102,-9,5,CS(=O)(=O)N(CC(=O)N1CCCCCC1)c1cccc(Cl)c1Cl,-2.9,-3,-0.1,20,4,-6
1,106,1,-4,O=C(Nn1cnnc1)c1cc2c(s1)CCCC2,0.5,3,-0.1,3,8,-4
-1,98,11,-1,O=S(=O)(c1ccc(OCC(O)CN2CCN(c3ccc(F)cc3)CC2)cc1)N1CCOCC1 (stereo unspecified),-1.1,4,0.8,0,-8,0
2,100,-3,nt,CCC(C)(C)NC(=O)CN(C(=O)CCC(=O)Nc1cc(C)ccn1)c1ccc2c(c1)OCO2,-1.1,0,0.2,9,-13,6
-7,97,-1,-2,NS(=O)(=O)c1ccc(NC(=O)C(Sc2ccccc2)c2ccccc2)cc1 (stereo unspecified),-0.7,11,-0.6,12,-1,2
-2,106,8,-10,Cc1cc(C)c(N2CCN(S(=O)(=O)N3CCCCCC3)CC2)c(C)c1,2.8,-5,0.6,-1,3,1
-1,116,nt,nt,FC(F)(F)c1ccccc1Cc1c(-c2ccc(Cl)cc2)nc2ccc(Cl)cn12,nt,-6,0.2,nt,-6,-14
nt,nt,nt,nt,CC(C)(C)NC(=O)C(c1ccnc2ccccc12)n1c(=O)c(-c2ccco2)nc2ccccc21 (stereo unspecified),nt,-21,0.1,nt,-7,58*
2,93,-2,-3,Cc1cc(NC(=O)CCC(=O)N(c2ccccc2)C(C)C(=O)NC2CCCC2)no1 (stereo unspecified),-0.1,-13,0.1,3,-9,-1
-1,90,2,-10,Cc1cccc2sc(N(CCCN(C)C)C(=O)c3cc4ccccc4oc3=O)nc12,-1.9,1,0.1,-1,-2,12
0,102,-10,6,CN(CC(=O)Nc1ccccc1Cl)C(=O)COC(=O)CNC(=O)c1ccc(Br)o1,-1.3,1,0.1,11,-1,-3
-1,94,2,8,COCCN(C(=S)Nc1ccc(OC)cc1)C(C)c1cccs1 (stereo unspecified),-0.4,2,0.3,22,-3,-1
1,95,nt,3,CC1(C(=O)NS(=O)(=O)c2ccccc2Cl)CCN1C(=O)c1cccc2ccccc12 (stereo unspecified),-0.3,-1,-0.2,4,-10,-1
5,98,-4,-8,COc1cc(OC)cc(C(=O)NC(C(=O)NNC(=O)c2ccc(C)cc2)C(C)C)c1 (stereo unspecified),-0.1,2,-0.2,5,-7,-1
3,92,3,-4,C=CCn1c(SCC(=O)NC2CCCC2)nc2ccccc21,-1.3,-1,0.5,10,-6,1
-1,94,-5,-3,COc1ccc(C2C(C#N)=C(N)Oc3cccc(O)c32)cc1 (stereo unspecified),-2.0,-5,-0.1,12,0,0
nt,88,-6,nt,O=C(Nc1ccccn1)c1ccc(Br)c(S(=O)(=O)N2CCCC2)c1,-3.1,3,0.0,-3,-2,-3
0,100,-12,3,COc1ccc(N2CCN(c3cc(C)c4ccc(O)cc4n3)CC2)cc1,-1.0,26,-0.1,-2,-11,-1
20,98,-5,?,COc1cc(-c2noc(C)c2C#Cc2ccsc2)cc(OC)c1OC,-0.7,-4,0.0,-30,-4,-1
0,112,-4,-4,COC(=O)c1ccc(Oc2ccc(C(C)(C)C)cc2)c([N+](=O)[O-])c1,3.6,2,-0.2,-6,7,-10
2,101,0,-1,CCOC(=O)N1CCN(C(=O)C2COc3ccccc3O2)CC1 (stereo unspecified),-0.8,2,0.0,4,0,1
-1,98,-6,-2,CCn1c(SCC(=O)Nc2ccccc2)nc2c1c(=O)n(C)c(=O)n2C,1.0,0,0.4,-17,-12,0
2,101,0,1,O=c1c2ccccc2nc(-c2cccc(Cl)c2)n1O,-0.7,-3,-0.1,1,1,2
0,96,-1,0,CCCOc1ccc(/C(O)=C2/C(=O)C(=O)N(c3ccccn3)C2c2ccc(OC)cc2)cc1C (stereo unspecified),0.1,-13,-0.1,11,3,-7
-3,98,3,1,CN(NC(=S)Nc1ccc(OC(F)F)cc1)C(=S)Nc1ccc(OC(F)F)cc1,2.5,2,0.9,17,-1,-8
4,100,-2,-2,CCC(C)C(Nc1ncnc2scc(-c3ccccc3)c12)C(=O)O (stereo unspecified),0.6,-2,0.0,-5,-1,-2
0,98,0,-10,CCCN(CCC)CCNC(=O)c1cc2c(C)nc3ccccc3c2o1,-2.3,1,0.3,-1,5,5
2,96,8,-10,Cc1cc(NC(=O)CSc2ccc(F)cc2)no1,-2.7,7,-0.2,-4,8,4
0,97,-7,15,COc1ccc(OC)c(NC(=O)C2C3CC4OC(=O)C2C4C3)c1 (stereo unspecified),0.5,0,0.1,9,-5,-2
0,95,-4,11,CCOC(=O)C1(CCc2ccccc2)CCN(C(=O)CN2C(=O)CSC2=O)CC1,1.7,-2,-0.1,-4,-11,7
0,93,12,2,O=C(Nc1ccccc1C(=O)O)/C(=C/c1ccc([N+](=O)[O-])cc1)NC(=O)c1ccc(Br)o1,-3.0,0,0.4,-4,-6,-2
1,96,-2,2,CN(C)C(=O)CN(C)S(=O)(=O)c1ccc(Cl)cc1,0.4,1,-0.4,15,-6,-3
-2,100,10,-1,O=C(NC1CCCCC1)C(c1ccc(F)cc1)N(CCc1ccccc1)C(=O)CN1C(=O)c2ccccc2S1(=O)=O (stereo unspecified),1.8,9,-0.5,26,-6,-4
1,97,2,-2,O=C(Nc1ccn(Cc2cccc3ccccc23)n1)c1cccnc1,-0.7,0,3.7,-5,-2,7
1,94,10,-6,COc1ccc(OC)c(NC(=S)NCCSc2ccc(C)cc2)c1,-1.3,2,-0.1,1,3,-1
1,100,2,2,Cc1nc(N)sc1N=Nc1ccccc1C(F)(F)F,-0.6,-16,-0.1,1,2,9
-7,95,-8,-2,Cc1ccc2c(COC(=O)c3ccccc3Cl)cc(=O)oc2c1,1.5,7,0.1,-7,-16,0
0,87,4,2,O=C(Cn1cncn1)NCc1cccc(OC(F)F)c1,-1.2,-1,-0.2,-1,5,-2

2 of these compounds in another layout.
molecule	Glyco luc inh	ABCB6 inh MLPCN	TLR9-MyD88 inh	Vif inh	MC4R barr agon	Granule exo inh	aDG glyco up	MC4R antagonist	NOD2-RIPK2 inh	ABHD5-PLIN5 inh
COc1ccc(OC)c(NC(=O)C2C3CC4OC(=O)C2C4C3)c1 (stereo unspecified)	0	97	-7	15	0.5	0	0.1	9	-5	-2
O=C(Nc1ccccc1C(=O)O)/C(=C/c1ccc([N+](=O)[O-])cc1)NC(=O)c1ccc(Br)o1	0	93	12	2	-3.0	0	0.4	-4	-6	-2

(continued)
Glyco luc inh,ABCB6 inh MLPCN,TLR9-MyD88 inh,Vif inh,compound,MC4R barr agon,Granule exo inh,aDG glyco up,MC4R antagonist,NOD2-RIPK2 inh,ABHD5-PLIN5 inh
-3,97,-5,10,Cc1ccc(S(=O)(=O)NCCc2cccs2)cc1,-2.5,-4,0.1,11,-4,-1
-1,95,8,-4,Cc1cc(C)n(CCOc2ccc(Br)cc2)n1,-2.0,2,-0.1,12,-9,-4
-1,110,-2,19,CSc1nc(Sc2ccccc2)c2ccccc2n1,-1.5,-5,0.4,1,-11,-2
2,102,2,3,COC(=O)c1ccc(/C=N/OCC(=O)NCc2ccc(F)cc2)cc1,-1.4,-1,0.9,7,1,1
1,102,4,nt,Cc1nc(Nc2ccc3c(c2)OCCO3)c2oc3ccccc3c2n1,0.9,1,-0.1,2,3,7
-2,99,10,35,c1ccc(-n2c(SCc3ccncc3)nnc2-c2ccco2)cc1,-1.8,20,0.4,-4,-9,-2
